Hck-Nef inh – inhibitors of Nef-activated human Hck kinase, primary screen, biochemical, Z-Lyte FRET, 384-well, Hck-YEEI; Recombinant Hck-YEEI plus Nef, Z-Lyte FRET kinase assay; inhibition, % at 20 µM; 0.68% of 220,000 active; AID 463187, 2010;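 active means Hck-Nef kinase inhibition above about 50%, limit read from the data; inactive means inhibition below that limit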;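 further: 0% = DMSO with Hck plus Nef and 100% = Hck alone without Nef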
EP2 antag – human EP2 receptor antagonists, primary screen, TR-FRET cAMP, C6 glioma cells; 0.52% of 260,000 active; AID 1422, 2008; C6 glioma cells expressing human EP2; cells stimulated with saturating PGE2; Prostaglandin E2 receptor EP2 subtype (Homo sapiens), P43116; inhibition, % at 25 µM;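 active means percent inhibition above 40 after rounding to a whole number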;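 further: rat C6 glioma host cells with rolipram phosphodiesterase inhibitor present; the protocol text gives 20 µM as final concentration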
Target sequence (P43116 whole entry, looked up): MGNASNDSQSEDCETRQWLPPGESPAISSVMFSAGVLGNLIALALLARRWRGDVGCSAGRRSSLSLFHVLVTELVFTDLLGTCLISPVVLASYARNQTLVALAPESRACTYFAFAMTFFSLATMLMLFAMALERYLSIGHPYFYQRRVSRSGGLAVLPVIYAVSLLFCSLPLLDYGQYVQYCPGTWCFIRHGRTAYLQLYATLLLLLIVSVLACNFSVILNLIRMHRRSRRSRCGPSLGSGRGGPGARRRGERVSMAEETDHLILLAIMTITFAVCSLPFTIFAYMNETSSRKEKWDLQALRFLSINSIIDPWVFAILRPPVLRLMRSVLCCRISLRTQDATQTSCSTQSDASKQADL
Calpain2 inh – inhibitors of pig calpain II, primary screen, biochemical, fluorogenic peptide substrate, 1536-well. purified calpain II, 30 min. inhibition, % at 16 µM. 0.37% of 220,000 active;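 active means inhibition above about 50%, limit read from the data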
14-3-3 Bad inh – inhibitors of 14-3-3 zeta/Bad binding, primary screen, biochemical, TR-FRET, bovine 14-3-3 zeta. TR-FRET 14-3-3zeta/Dy647-pBad peptide displacement, 1 h. inhibition, % at 21.7 µM. 0.71% of 220,000 active. AID 781, 2007;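 active means inhibition above about 70%, limit read from the data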;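 further: 0% = full 14-3-3 plus peptide FRET controls and 100% = background without 14-3-3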
Target sequence (P63103 whole entry, looked up): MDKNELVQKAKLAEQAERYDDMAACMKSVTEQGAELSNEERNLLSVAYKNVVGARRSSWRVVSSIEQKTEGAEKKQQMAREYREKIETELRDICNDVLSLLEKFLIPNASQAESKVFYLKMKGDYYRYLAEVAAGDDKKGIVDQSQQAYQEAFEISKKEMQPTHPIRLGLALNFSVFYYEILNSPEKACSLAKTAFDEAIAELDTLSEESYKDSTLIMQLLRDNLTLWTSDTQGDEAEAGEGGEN
zVAD death inh – inhibitors of zVAD-triggered necroptosis, primary screen, L929 cells; 0.38% of 220,000 active; viability rescue, % at 10 µM; L929 zVAD necroptosis rescue, ATP luminescence, 24 h; with zVAD 60 µM;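 active means activation, scaled between plate controls, above about 75%, limit read from the data; inactive means activation under that limit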;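 further: 0% = zVAD with DMSO and 100% = DMSO alone without zVAD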
eIF4E-4G inh – eIF4E–eIF4G protein interaction inhibitors, primary screen, biochemical, uHTS, TR-FRET, eIF4GI fragment; TR-FRET eIF4E-eIF4GI(517-606) binding, 2 h; AID 782, 2007; inhibition, % at 21.7 µM; 0.37% of 220,000 active;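 active means inhibition above about 30%, limit read from the data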;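 further: 0% = full FRET control wells and 100% = background wells lacking eIF4GI fragment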
EP2 mod – EP2 receptor modulators, cAMP readout, primary screen, cell-based, HTRF cAMP, PGE2 stimulation; Prostaglandin E2 receptor EP2 subtype (Homo sapiens), P43116; EP2-expressing cells, cAMP HTRF FRET, PGE2 co-stimulation; induction, % at 25 µM; 0.83% of 260,000 active;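 active means compounds whose cAMP rise, as percent of the full-agonist control response, exceeds 60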;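 further: rat C6 glioma line stably carrying human EP2 under a CMV promoter; the protocol text gives 20 µM as final concentration; 100% = response of wells given 1 µM PGE2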
Rad51 HR inh – human RAD51 strand exchange inhibitors, primary screen, biochemical, fluorescence. hRad51 DNA strand exchange, fluorescence dequenching. AID 1385, 2008. 0.085% of 200,000 active. DNA repair protein RAD51 homolog 1 (Homo sapiens), Q06609. inhibition, % at 10 µM;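 active means inhibition above 40% at the single screening dose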;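 further: 0% = DMSO control wells and 100% = blanks with heterologous ssDNA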
Target sequence (Q06609 whole entry, looked up): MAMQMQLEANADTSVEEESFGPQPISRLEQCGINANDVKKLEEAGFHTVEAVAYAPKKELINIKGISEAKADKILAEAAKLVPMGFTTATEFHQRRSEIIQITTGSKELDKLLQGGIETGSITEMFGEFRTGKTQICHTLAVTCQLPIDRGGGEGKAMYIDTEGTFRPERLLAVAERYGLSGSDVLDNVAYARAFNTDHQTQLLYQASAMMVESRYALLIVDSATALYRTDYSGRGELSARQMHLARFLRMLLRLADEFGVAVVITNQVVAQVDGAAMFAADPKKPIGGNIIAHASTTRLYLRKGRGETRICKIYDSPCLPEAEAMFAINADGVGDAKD
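System: hRad51 filaments on single-stranded DNA; reagent: Fluorescein- and BHQ1-tagged 47-mer duplex; compound dosing: one concentration, 10 µM final; timing: filaments 15 min 37 °C, then compound 30 min; measured by: fluorescein emission 520 nm, excitation 485 nm; benchmarks: per-plate controls and blanks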
TbHK1 inh – Trypanosoma brucei hexokinase 1 inhibitors, primary screen, biochemical, G6PDH-coupled NADH absorbance, MLSCN library; hexokinase 1 [Trypanosoma brucei]; recombinant TbHK1, G6PDH-coupled NADH A340; inhibition, % at 10 µM; 0.11% of 220,000 active; AID 1430, 2008;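 active means inhibition of 50% or more in the single-dose primary screen; inactive means inhibition below 50%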
Starred values were filed as active, the others as inactive; x = not tested or not shown; & = joins results of further samples; [ ] = dose if it differs, or a comment. A portion of the library. The share of hits here may be higher or lower than overall.

SMILES	Hck-Nef inh	EP2 antag	Calpain2 inh	14-3-3 Bad inh	zVAD death inh	eIF4E-4G inh	EP2 mod	Rad51 HR inh	TbHK1 inh
Cc1csc(NC(=O)C2CCN(C(=O)CSc3nnc(C)n3Cc3ccccc3)CC2)n1	1	5	6	1	5.2	-7	-10	-7	-13
O=C(NCc1ccc(F)cc1)c1cc(-c2cccs2)on1	0	6	4	6	2.2	11	-32	-7	-3
Nc1nc2c(s1)CC(c1ccccc1)CC2 (stereo not given)	0	9	8	-8	0.0	-1	10	-4	2
CCCN1C(=O)C(Cc2nc3ccccc3c(=O)n2C)c2ccccc21 (stereo not given)	0	6	-18	-1	-0.1	2	2	5	2
CCOc1ccc(-n2ccnc2SCC(=O)NCc2ccc3c(c2)OCO3)cc1	1	6	-12	-8[fluorescence artefact?]	-0.3	-9	11	x	17
C=CCN(c1ccccc1C(=O)O)S(=O)(=O)c1ccc(C)cc1	21	3	2	-8	0.8	-3	24	5	1
CCCCCC1CCC(c2nnc(SCC(C)=O)o2)CC1 (stereo not given)	14	0	21	2	-0.6	3	34	-2	8
O=C(Nc1cccc(Cl)c1)Nc1nnc(-c2ccccc2)o1	0	4	-3	-1	0.3	-20[fluorescence artefact?]	-17	2	-3
O=S1(=O)C=C(N2CCOCC2)c2ccccc21	-1	6	17	-18	0.3	-14	9	-6	1
COC(=O)CSc1ncnc2c1sc1nc(N3CCOCC3)c3c(c12)CCCC3	0	7	7	-9	-0.3	-10	41	3	-19
O=c1cc(N2CCc3ccccc32)[nH]c(=O)n1-c1ccccc1Cl	17	7	8	31	2.5	-5	18	4	-5
COC(=O)NC1CSCC1OC(=O)CCN1C(=O)c2ccccc2C1=O (stereo not given)	-2	9	13	3	3.6	-9[fluorescence artefact?]	-6	2	-1

Full records as entered above. Order of values: Hck-Nef inh | EP2 antag | Calpain2 inh | 14-3-3 Bad inh | zVAD death inh | eIF4E-4G inh | EP2 mod | Rad51 HR inh | TbHK1 inh
Results for CCCN1C(=O)C(Cc2nc3ccccc3c(=O)n2C)c2ccccc21 (stereo not given) : 0 | 6 | -18 | -1 | -0.1 | 2 | 2 | 5 | 2
Results for CCOc1ccc(-n2ccnc2SCC(=O)NCc2ccc3c(c2)OCO3)cc1 : 1 | 6 | -12 | -8[fluorescence artefact?] | -0.3 | -9 | 11 | x | 17

Later entries.
SMILES	Hck-Nef inh	EP2 antag	Calpain2 inh	14-3-3 Bad inh	zVAD death inh	eIF4E-4G inh	EP2 mod	Rad51 HR inh	TbHK1 inh
COc1cc(CN2CCN(c3cccc(C)c3C)CC2)cc(Br)c1O	-1	3	15	53	-0.7	3	32	-5	-1
NS(=O)(=O)c1ccc(Sc2ccccn2)c([N+](=O)[O-])c1	11	10	-10	-2	1.4	-3	-11	24	17
CC(C)Oc1cccc(C(=O)N2CCCC2)c1	-7	5	2	4	-0.1	2	6	-5	6
C=CCn1c(SCC(=O)Nc2cc(C)ccc2OC)nnc1-c1ccco1	0	13	12	-1	0.5	-1	6	-6	33
Cc1ncsc1C(=O)Nc1nc2c(s1)CC(C)CC2 (stereo not given)	5	9&10	0	-14[fluorescence artefact?]	-0.3	0	-3&-13	-2	-20
CCn1cc(CNC(=O)CSc2nc(-c3ccc(OC)c(OC)c3)cc(C(F)(F)F)n2)c(C)n1	6	8	-306	-22[fluorescence artefact?]	0.8	0[fluorescence artefact?]	9	x	6
C/C(=N\NC(=O)c1cccnc1)c1cc(C)oc1C	2	11	-5	-2	0.3	-1	21	-16	-1
CC(C)CNC(=O)c1ccccc1NC(=O)Nc1ccccc1	-12	4	12	2	-0.6	4	5	-3	12
CC(C)c1csc2nc3n(c(=O)c12)CCCCC3	-17	4	30	-3	3.0	0	18	2	-1
Cc1ccccc1C(=O)NCc1nnc(SCC(=O)N2c3ccccc3Sc3ccccc32)n1C	0	8	-33	3	-0.6	5	2	0	-10
Cc1sc(-c2ccccn2)nc1OC(=O)c1ccc(Cl)cc1	-1	5	-115	-10[fluorescence artefact?]	0.0	-9[fluorescence artefact?]	-13	-6	-1
O=C(CCl)Nc1cc(SCC(O)CO)cc([N+](=O)[O-])c1 (stereo not given)	1	6	-19	0	81*	1	5	7	-3
Cc1nnc(SCC(=O)Nc2cccc(S(=O)(=O)NC3=NCCCCC3)c2)n1Cc1ccccc1	18	12	29	4	1.4	2	7	0	7
O=C(COc1ccc(Cl)cc1)Nc1c(-c2cccs2)nc2ccccn12	7	6	-29	7	1.1	7	27	-2	-10
CC(=O)N1C(=O)C2(C(C#N)=C(N)Oc3n[nH]c(-c4ccccn4)c32)c2ccccc21 (stereo not given)	-2	x	7	6	2.9	4	8	x	3
CCn1c(CCC(=O)Nc2nc3c(s2)CCCC3)nc2cc(S(=O)(=O)N(C)C)ccc21	11	7	-12	-1	1.7	2	-14	-17	-21
CCCCC1=CC2=CC(=O)C(C)(OC(=O)CC)C(=O)C2=CN1CCOC (stereo not given)	19	14	-27	-7	0.1	-2	0	8	-39
Cc1cc(C)nc(Nc2ccc(C(=O)O)cc2)n1	3	10&1	6	-6	0.0	6	-13&35	1	-7
CC(C)Cn1c(SCC(=O)NC(=O)NC2CCCC2)nc2ccccc21	4	10	14	0	0.3	-6	23	9	12
COCCCNC(=O)COC(=O)c1ccc(-c2nc3ccccc3s2)s1	-3	17	-419	-7	3.0	-1	-31	0	-21
CCC(C)c1ccc(NC(=S)NCCn2cc(Cl)cn2)cc1 (stereo not given)	4	2	-7	-2	0.5	1	-17	x	4
C=CCNS(=O)(=O)c1ccc(N2C(=O)c3ccccc3C2=O)cc1	18	4	-11	-5	8.3	0	-18	4	1
O=C(O)COCC(=O)Nc1ccc(-n2nc(C(F)(F)F)cc2-c2cccs2)cc1	18	5	-31	5	-0.1	-7	1	x	-17
CCCN1CCN(C(=O)c2ccccc2-c2nc3ccccc3s2)CC1	11	6	-9	-5	0.6	0	12	11	-12
c1csc(CNCCN2CCOCC2)c1	-2	5	10	7	0.7	-4	0	6	-5
NC(=O)C1(N2CCCCC2)CCN(S(=O)(=O)c2cc(Cl)sc2Cl)CC1	8	16	-1	-9	0.0	3	-11	-1	0
CCOC(=O)C1=C(CC)Nc2ccccc2N/C1=N\S(=O)(=O)c1cc(Br)ccc1Br	21	5	-108	-16	-0.8	0	4	0	-3
COc1ccc(-c2nn(-c3ccccc3)cc2/C=N/Nc2ccccn2)cc1OC	11	22	-17	2	7.8	1	29	1	-22
COc1cccc(-c2nnc3sc(-c4ccccc4)nn23)c1	0	2	10	6[fluorescence artefact?]	57	0	24	-6	-10
COc1ccc2cc1Oc1ccc(cc1)C[C@H]1c3c(cc4c(c3Oc3cc5c(cc3OC)CCN(C)[C@@H]5C2)OCO4)CCN1C	24	3&10	-20	-6	-1.6	-1	-20&8	1	-19
COC(=O)c1c(-c2ccc(F)cc2)csc1NC(=O)C1CCCO1 (stereo not given)	-5	5	0	-7	3.1	0	66*	-8	-7
Cc1cccc(NC(=O)c2cccs2)n1	-3	8	-27	-5	0.6	6	15	0	5
CCc1nc(Nc2ccc(OC)c(OC)c2)c2nnn(Cc3ccccc3Cl)c2n1	-1	8	-478	-2	0.6	2	15	-3	-4
Cc1nc2cc(N3CCN(C)CC3)c(NC(=O)Cc3ccccc3)cc2c(=O)n1Cc1ccccc1	2	22	-31	0	-0.5	-2	-21	1	-2
CC(=O)Nc1ccc(S(=O)(=O)N=S(C)(C)=O)cc1	1	8	-8	-25[fluorescence artefact?]	0.2	0	-1	-2	32
CCOC(=O)N1CCN(CC(O)COCCC23CC4CC(CC(C4)C2)C3)CC1 (stereo not given)	0	12	-9	43	0.7	-13	19	10	-12
Cc1ccc(S(=O)(=O)c2cccc(S(=O)(=O)N3CCOCC3)c2)cc1S(=O)(=O)N1CCOCC1	1	6	25	-8	-0.3	7	6	-8	3
CCC(C)NC(=O)COC(=O)c1csc2c1CCCC2 (stereo not given)	5	9	1	6	0.2	-11	3	1	-1
COc1ccc(/C(O)=C2\C(=O)C(=O)N(Cc3ccco3)C2c2ccc(OC)cc2OC)cc1 (stereo not given)	1	16	4	22[fluorescence artefact?]	-0.1	0	20	6	-18
O=C(CCCC(=O)N/N=C/c1ccccc1C(=O)O)N/N=C/c1ccccc1C(=O)O	-5	10	-8	8	0.9	-4	7	x	-3
c1ccc(OCCN2CCN(Cc3nc(-c4ccc5c(c4)OCO5)no3)CC2)cc1	3	-2	5	-3	1.0	-1	-25	x	-2
COc1ccc(OC)c2c1sc(=NC(=O)C(C)(C)C)n2C	1	x	3	3	0.3	5	-8	x	-2
O=C(CN1CCN(c2ccccc2)CC1)Nc1ccc(-n2cnnn2)cc1	-2	-3&12	-15	-12[fluorescence artefact?]	-0.1	-6	23&-15	-4	-1
COC(=O)c1sc(NC(C)=O)c(C(=O)OC)c1C	2	11	2	6	1.0	6	16	-2	-3
CC1=C(C(=O)N2CCOCC2)C(c2c(F)cccc2F)NC(=O)N1 (stereo not given)	-9	3	24	-3	0.1	0	-6	37	6
O=Cc1ccccc1Oc1nc(N2CCOCC2)nc(N2CCOCC2)n1	45	4	-4	-3	0.8	-3	9	-3	1
O=C(CN1CCCCC1)Nc1cccc(Cl)c1Cl	0	3&9	-29	6	-0.2	0	31&17	-3	1
[O-]C1=N/[N+](=C/c2ccccc2)CC1	21	7	-12	3	0.2	0	-4	21	-28
CCCCN=CC1=C(O)CC(c2ccccc2)CC1=O (stereo not given)	-34	6	27	2	1.5	2	-19	7	8
O=C1NC(c2ccccc2)(C(F)(F)F)C(=O)N1Cc1cccnc1 (stereo not given)	5	15	-11	7[fluorescence artefact?]	0.0	6[fluorescence artefact?]	-2	x	2
COC(=O)c1ccc(NC(=O)CNC(=O)C2CCCCC2)cc1	1	8	5	-5	1.1	-10	4	-5	1
CSc1nnc2c(n1)OC(C)=Nc1ccccc1-2	-8	10	19	9	-0.6	-7	-3	4	-6
COc1ccc(OC)c(NC(=O)CSc2nnc(CNC(=O)COc3ccc(Cl)cc3)o2)c1	1	6	5	8	0.8	1	-14	-4	42
CCc1ccc(N(CC(=O)NC2CCCCC2)S(=O)(=O)c2c(C)noc2C)cc1	3	12	12	-6	1.5	1	17	6	-11
CS(=O)(=O)N(CC(=O)N1CCOCC1)c1ccc2c3c(cccc13)CC2	-1	13	-54	-8	0.3	-10	16	7	-2
CCOc1ccc(NC(=S)N2CCN(C/C=C/c3ccccc3)CC2)cc1	-5	10	9	2	-0.5	3	-39	6	-4
CC1CCc2nc(N)c(C#N)c(-c3cccnc3)c2C1 (stereo not given)	28	9	-38	9	0.1	3	-4	-4	-11
CN(Cc1ccccc1)Cc1c(F)cccc1F	-22	9	-7	65[fluorescence artefact?]	-0.9	5[fluorescence artefact?]	30	-4	-6
CNc1cc([N+](=O)[O-])ccc1N/C=C/C(=O)c1ccc2c(c1)OCO2	3	8	31	13	1.3	1	-9	-2	-4

Some entries already given with just TbHK1 inh and Rad51 HR inh.
Molecule	TbHK1 inh	Rad51 HR inh
CCCCN=CC1=C(O)CC(c2ccccc2)CC1=O (stereo not given)	8	7
O=C1NC(c2ccccc2)(C(F)(F)F)C(=O)N1Cc1cccnc1 (stereo not given)	2	x
COC(=O)c1ccc(NC(=O)CNC(=O)C2CCCCC2)cc1	1	-5

Compound activity (PubChem)
